tim10-1 inh: growth inhibitors of tim10-1 mutant yeast, primary screen, luminescence, uHTS; inhibition, % at 20 µM; S. cerevisiae tim10-1 ts strain growth, BacTiter-Glo, 24 h; 330,000 tested, 2.2% active;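 active = inhibition of at least 40%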;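 also: mutant grown at 25 °C; 0% = DMSO wells with yeast and 100% = wells holding no yeast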
TIM10 inh: growth inhibitors of isogenic TIM10 control yeast, primary screen, counter-screen for tim10-1 yeast inhibitor project, luminescence, uHTS | inhibition, % at 10 µM | 330,000 tested, 1.4% active | AID 463195, 2010 | S. cerevisiae TIM10 strain growth, BacTiter-Glo luminescence, 24 h;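 active = inhibition of 40% or more at the single tested concentration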;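 also: wild-type TIM10 isogenic control strain grown at permissive 25 °C; 0% = DMSO yeast wells and 100% = minimal medium wells without yeast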
APJ agonist: agonists of human apelin receptor APJ, primary screen, CHO-K1 cells, PathHunter beta-arrestin, luminescence; AID 2520, 2010; 330,000 tested, 0.11% active; activation, % at 20 µM; 0% DMSO wells, 100% apelin; P35414;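 active = activation more than six SD over the plate average, tested at 20 µM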;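 also: 0% = DMSO alone and 100% = apelin-13 at 10 nM; some results filed as inactive read as strong as hits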
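Assay system: CHO-K1 APJ beta-arrestin complementation cell line / Compound: single test compound dose, 20 µM final, 1% DMSO / Times: overnight seeding, 90 min compound at 25 °C, 1 h detection / Technique: beta-gal luminescence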
APJ antag: antagonists of human apelin receptor APJ, primary screen, CHO-K1 cells, beta-arrestin complementation, luminescence; P35414; 330,000 tested, 0.32% active; inhibition, % at 20 µM;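 active = inhibition above about 40% at 20 µM, limit read from the data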;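 also: cells challenged with 10 nM apelin-13 agonist together with compound; plate controls were apelin-13 plus DMSO wells for no effect and DMSO wells lacking apelin-13 for full effect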
XBP1 UPR activ: activators of adaptive XBP1 UPR arm, primary screen, cell-based, CHO-XBP1 luciferase reporter, luminescence, uHTS. AID 463104, 2010. 330,000 tested, 0.33% active. IRE1-XBP1 UPR activation; percent of tunicamycin response, DMSO as zero. activation, % at 20 µM;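 active = versus positive control, 20 µM dose yields 30% or more activation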;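 also: 100% = tunicamycin at 10 µg/mL and 0% = DMSO only wells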
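Material: CHO-XBP1 cells stably carrying IRE1-XBP1-driven luciferase reporter / Amount: 1000 cells per well / Compound: 20 µM, 1% DMSO / Times: 6 h treatment, 37 °C / Detection: luciferase luminescence / Measure: % activation of reporter signal versus tunicamycin and DMSO controls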
tim23-1 inh: growth inhibitors of tim23-1 mutant yeast, primary screen, luminescence, uHTS; inhibition, % at 20 µM; S. cerevisiae tim23-1 growth, BacTiter-Glo luminescence, 24 h; 330,000 tested, 1.3% active;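 active = growth inhibition of the mutant yeast at or above 50%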;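 also: temperature-sensitive mutant grown at 25 °C; plate controls were DMSO-treated mutant yeast for no effect and medium wells lacking yeast for full effect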
CXCR6 block: CXCR6 receptor inhibitors, primary screen, cell-based, beta-arrestin, luminescence, CHO-K1 PathHunter, 1536-well; inhibition, % at 20 µM; 360,000 tested, 0.36% active; AID 602244, 2012; in the data active = inhibition above about 34%, passing the limit was not always enough;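 also: antagonist mode with CXCL16 agonist at 10 nM final; 0% = 10 nM CXCL16 with DMSO and 100% = unstimulated wells without agonist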
Mdm2-MdmX inh: inhibitors of human Mdm2-MdmX association, primary screen, cell-based, luminescence, split luciferase, SaOS-2, uHTS | Protein Mdm4 (Homo sapiens) + E3 ubiquitin-protein ligase Mdm2 (Homo sapiens), … | SaOS-2 split-luciferase Mdm2/MdmX complementation | inhibition, % at 8 µM | 330,000 tested, 3% active;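 active = inhibition of at least 50% at 8 µM in the primary screen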
Target sequence (O15151 whole entry, looked up): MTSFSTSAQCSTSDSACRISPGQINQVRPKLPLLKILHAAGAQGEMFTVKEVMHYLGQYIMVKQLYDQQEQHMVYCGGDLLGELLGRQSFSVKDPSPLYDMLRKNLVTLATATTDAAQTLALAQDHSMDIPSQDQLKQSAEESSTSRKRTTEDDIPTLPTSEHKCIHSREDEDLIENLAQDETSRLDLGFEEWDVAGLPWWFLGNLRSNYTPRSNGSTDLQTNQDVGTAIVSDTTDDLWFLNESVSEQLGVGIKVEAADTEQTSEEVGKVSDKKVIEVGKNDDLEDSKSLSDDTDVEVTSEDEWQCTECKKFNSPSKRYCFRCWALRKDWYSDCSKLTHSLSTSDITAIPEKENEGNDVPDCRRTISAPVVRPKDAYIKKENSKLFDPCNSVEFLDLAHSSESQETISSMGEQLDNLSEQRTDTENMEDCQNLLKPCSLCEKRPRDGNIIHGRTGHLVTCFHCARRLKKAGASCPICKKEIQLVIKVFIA
Target sequence (Q00987 whole entry, looked up): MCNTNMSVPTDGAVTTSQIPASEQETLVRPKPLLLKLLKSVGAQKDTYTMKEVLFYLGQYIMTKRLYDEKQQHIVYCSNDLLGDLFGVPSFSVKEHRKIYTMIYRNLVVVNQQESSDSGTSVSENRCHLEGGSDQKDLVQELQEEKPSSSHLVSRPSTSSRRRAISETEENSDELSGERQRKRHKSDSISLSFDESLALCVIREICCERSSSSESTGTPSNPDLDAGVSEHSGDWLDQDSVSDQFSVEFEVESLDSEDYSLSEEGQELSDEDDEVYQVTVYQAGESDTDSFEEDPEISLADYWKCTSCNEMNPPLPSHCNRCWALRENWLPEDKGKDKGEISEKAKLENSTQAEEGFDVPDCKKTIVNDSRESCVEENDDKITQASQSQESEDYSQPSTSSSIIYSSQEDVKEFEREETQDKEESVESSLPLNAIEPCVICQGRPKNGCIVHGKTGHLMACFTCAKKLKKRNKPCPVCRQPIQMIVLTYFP
UPR CHOP act: activators of apoptotic CHOP UPR arm, primary screen, cell-based, CHO-CHOP luciferase reporter, luminescence, uHTS; UPR activation; percent of tunicamycin response over DMSO baseline; activation, % at 10 µM; 330,000 tested, 0.34% active; AID 449763, 2010;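 active = at 10 µM dose, activation of 40% or more, normalized to positive control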;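 also: 100% = tunicamycin at 10 µg/mL and 0% = DMSO alone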
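assay system = CHO CHOP reporter cells | amount = 500 CHO-CHOP cells per well | buffer or medium = F12 with 10% FBS | incubation = 16-18 h cell attachment, then 6 h compound exposure, 37 °C | detection = luminescence read with Steady-Glo | read-out = percent activation relative to tunicamycin control | controls = tunicamycin high control, DMSO low control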
An asterisk follows results filed as active; / = not tested or not shown.

SMILES	tim10-1 inh	TIM10 inh	APJ agonist	APJ antag	XBP1 UPR activ	tim23-1 inh	CXCR6 block	Mdm2-MdmX inh	UPR CHOP act
O=C(CCn1c(=O)c2ccccc2n(CC(=O)NCCC2=CCCCC2)c1=O)NCc1ccco1	-4	-16	-2	13	-2	-10	3	29	-3.1
Cc1cccc(NS(=O)(=O)c2c(C(=O)N3CCCC3)c(C)n(C)c2C)c1	-15	1	-4	17	-4	-4	-2	20	2.9
NC(=O)NC(=O)CC1S/C(=N/N=C2\CSC(=O)N2)NC1=O (stereo not drawn)	4	-7	-2	33	1	-13	1	0	1.8
Cc1cc(O)c(C(C[N+](=O)[O-])c2ccc(Cl)cc2Cl)c(=O)o1 (stereo not drawn)	43*	27	5	-11	-3	27	-8	-4	-1.2
CN(C)C(CNC(=O)c1cccc(S(=O)(=O)NCc2ccccc2)c1)c1ccccc1 (stereo not drawn)	-1	-11	-4	16	5	1	0	5	1.9
N#C/C(=C\c1ccc(C(=O)O)cc1)c1ccccn1	6	8	-2	5	-3	3	5	-25	-0.2
O=S(=O)(c1ccccc1)[C@@]1(c2ccccc2)C[C@@H]2ON=C(c3cccc(-c4ccccc4)c3)[C@@H]2C1	1	-7	-1	-8	-5	4	4	25	1.8
O=C(/C=C/c1ncc(C(F)(F)F)cc1Cl)OCc1ccccc1	10	-3	-5	-5	1	-1	-1	25	-0.3
Cc1ccccc1Cn1c(=N)n(CC(O)c2ccco2)c2ccccc21 (stereo not drawn)	14	14	-6	12	1	5	-7	38	-3.1
COc1cc(OC)cc(C(=O)OCC(=O)NC2CCCCCC2)c1	0	-5	0	8	0	3	-6	22	-2.0
COc1ccc(NC(=S)NC(NC(=O)c2ccccc2Cl)C(Cl)(Cl)Cl)c([N+](=O)[O-])c1 (stereo not drawn)	16	11	0	22	2	2	34	-30	-0.3
C/C(=N\NC(=O)c1cc(-c2ccccn2)nc2ccccc12)c1cccc([N+](=O)[O-])c1	9	-5	-4	20	5	-22	4	17	-2.5
COc1ccc(C)cc1NC(=O)COC(=O)c1c(C)nn(-c2ccccc2)c1C	14	4	-3	11	-3	6	-11	23	0.6
CC(C)OC(=O)c1cccc(NC(=O)CSc2nnc(N)s2)c1	-2	-21	-5	4	-1	-1	-3	19	-0.7
Cc1ccc(NS(=O)(=O)c2c(C)[nH]c(C)c2C(=O)N2CCCCC2)c(C)c1	6	14	0	26	3	-5	-2	12	-0.8
O=c1cc(O)c(-c2cccc(Cl)c2)c(Cl)[nH]1	20	4	-2	-7	-2	6	-3	-10	-0.8
CCOc1cc(NC(=O)Nc2ccccc2)c(OCC)cc1NC(=O)CC	-4	-10	2	-20	-1	7	-2	6	-0.7
O=C(Nc1ccccc1N1CCCC1)c1cccnc1	-6	4	1	15	0	0	-5	0	0.5
O=C(NC(=S)Nc1ccc(Cc2ccncc2)cc1)c1ccccc1Cl	0	14	0	5	-2	-4	1	6	1.0
CSc1ccccc1NC(=O)COC(=O)c1ccccc1Cc1ccccc1	18	1	-2	-5	0	8	5	-24	4.8
O=C(NCc1ccc2c(c1)OCO2)c1ccc(N2C(=O)C3CCCCC3C2=O)cc1 (stereo not drawn)	2	-7	2	4	-2	3	2	-1	0.7
COc1ccc(NS(=O)(=O)c2cccc(N/C(=N\S(=O)(=O)c3ccccc3)c3ccc(F)cc3)c2)cc1	3	11	-3	11	-2	13	0	9	1.4
Cc1ccc(OCCn2c(=O)cnc3ccccc32)cc1	-6	-23	-1	0	3	-2	1	39	2.3
Cc1cc(C)n2nc(SC(C)C(=O)Nc3ccc(Cl)cn3)nc2n1 (stereo not drawn)	12	2	-3	7	0	1	-4	2	2.5
O=C(NCC(=O)N1CCOCC1)c1ccc(Br)cc1	4	-3	-4	7	-2	-1	-3	15	2.5
CCCCOc1ccc(C(=O)N2CCNC(=O)C2CC(=O)OC(C)C)cc1 (stereo not drawn)	-1	1	0	-4	-3	-13	5	-54	0.5
CCCOc1ccc(CNC(=O)c2ccc3nc(N4CCOCC4)sc3c2)cc1	4	14	-1	-2	4	4	-1	51*	0.3
Cc1ccc(NC(=O)c2cc3c(s2)CCCC3)cc1	-32	-16	11	-11	3	39	-8	-326	6.9
Cc1ccc(CNC(=O)C2(S(=O)(=O)c3ccc(C)cc3)CC2)cc1	11	12	-3	3	-5	11	-2	-13	1.5
O=C(COC(=O)c1cccc(S(=O)(=O)N2CCCCCC2)c1)Nc1ccccc1	0	14	-6	19	-2	5	2	13	0.2
CC(=O)N1c2ccc(S(=O)(=O)NCCC(=O)Nc3cccc(Cl)c3)cc2CC1C (stereo not drawn)	-1	-3	-4	0	-3	-11	-6	17	0.9
COc1ccc(C(=O)c2cn(-c3cccc(Br)c3)nc2C(C)=O)cc1	10	1	-3	20	1	15	3	22	0.2
Cc1nonc1CC(=O)NC1CC(C)(C)Cc2c1cnn2-c1ccc(F)cc1 (stereo not drawn)	7	3	1	12	-1	12	2	10	2.2
C[C@H](O)[C@H](O)[C@H]1CNc2nc(N)[nH]c(=O)c2N1	3	8	-2	8	-6	-5	-4	9	-1.6
CCN(C(=O)CSc1nc(N)cc(=O)[nH]1)c1c(N)n(Cc2ccccc2)c(=O)[nH]c1=O	-8	-4	0	21	0	9	0	-11	0.0
Cc1occc1C(=O)N/N=C/c1sc(N2CCOCC2)nc1-c1ccccc1	4	-12	3	-27	8	21	-1	22	1.5
CCOc1ccc(CC(=O)NC2CCN(Cc3ccccc3)CC2)cc1	6	-4	0	-5	-5	4	-4	-1	-0.4
O=C(N/N=C/c1c[nH]c2ccc(Br)cc12)c1ccncc1	-26	-11	-1	-14	0	-23	-8	2	1.6
CCOc1ccc(OCC)c(NC(=O)CCNS(=O)(=O)c2cc(Br)cnc2N)c1	3	1	3	-11	-3	25	10	7	-1.1
COC(=O)c1ccc(COc2ccc(C)c(C)c2)o1	-2	5	-3	-1	-2	-6	-16	-27	4.9

Records listed so far marked active in Mdm2-MdmX inh:
| compound | APJ antag | XBP1 UPR activ | CXCR6 block | Mdm2-MdmX inh |
| --- | --- | --- | --- | --- |
| CCCOc1ccc(CNC(=O)c2ccc3nc(N4CCOCC4)sc3c2)cc1 | -2 | 4 | -1 | 51* |

Three entries already listed, sorted by count of non-hydrogen atoms, rising.
SMILES	tim10-1 inh	TIM10 inh	APJ agonist	APJ antag	XBP1 UPR activ	tim23-1 inh	CXCR6 block	Mdm2-MdmX inh	UPR CHOP act
Cc1nonc1CC(=O)NC1CC(C)(C)Cc2c1cnn2-c1ccc(F)cc1 (stereo not drawn)	7	3	1	12	-1	12	2	10	2.2
O=C(COC(=O)c1cccc(S(=O)(=O)N2CCCCCC2)c1)Nc1ccccc1	0	14	-6	19	-2	5	2	13	0.2
CCN(C(=O)CSc1nc(N)cc(=O)[nH]1)c1c(N)n(Cc2ccccc2)c(=O)[nH]c1=O	-8	-4	0	21	0	9	0	-11	0.0

Remaining list, next part:
SMILES	tim10-1 inh	TIM10 inh	APJ agonist	APJ antag	XBP1 UPR activ	tim23-1 inh	CXCR6 block	Mdm2-MdmX inh	UPR CHOP act
CC(C)[C@H](NC(=O)OCc1ccccc1)C(=O)OCC(=O)NC1(C#N)CCCC1	0	3	-2	2	-4	-1	-4	10	-0.1
O=C(c1ccccc1)N1CCC(c2nc(-c3ccc(S(=O)(=O)NCC4CCCO4)cc3)no2)CC1 (stereo not drawn)	8	-4	2	5	-2	7	1	20	0.6
COc1ccc(NC(=O)/C=C/C(=O)O)c([N+](=O)[O-])c1	-79	-51	-2	6	1	-4	8	13	2.2
CC(=O)Nc1cccc(Cn2cccn2)c1	0	3	-2	5	0	-19	/	15	-1.8
CCOC(=O)c1sc(-c2ccccc2)cc1NC(=O)CSc1nnnn1C	1	-17	-4	-5	2	8	15	29	0.3
CCOc1ccc(N2CC(C(=O)NCCc3c[nH]c4ccc(C)cc34)CC2=O)cc1 (stereo not drawn)	4	4	4	-32	-2	25	-3	4	-0.6
Cc1cc(C)c2oc(C(=O)N(Cc3ccccc3)c3ccccn3)cc(=O)c2c1	7	17	-3	17	-3	10	7	7	0.5
CCOC(=O)C1CCN(C/C=C/c2ccccc2[N+](=O)[O-])CC1	-18	-24	1	-6	-3	-6	4	13	-1.6
COc1ccc(CC(=O)N(Cc2cc3cc(OC)ccc3[nH]c2=O)C(C)C)cc1	-3	8	0	14	-4	0	-15	10	1.1
Cc1nc([N+](=O)[O-])cn1Cc1cccc2ccccc12	12	5	0	6	-5	18	21	22	-1.9
NC(=O)c1cc(-c2ccccc2)sc1NC(=O)CN1CCCCC1	36	36	-1	-16	5	45	-5	-8	1.4
Cc1cc(C)c(S(=O)(=O)c2ccccc2C)c(N(C)C)n1	18	1	-2	-10	-1	27	9	18	1.2
O=C(O)CCCC(=O)NCCc1ccncc1	-6	-4	1	-1	-2	9	5	-21	0.5
COc1ccc(NC(=O)CN(C)C(=O)Cc2ccc(S(=O)(=O)N3CCOCC3)s2)cc1	3	10	3	-10	-1	9	4	0	0.1
O=C(c1nc2n(n1)C(c1ccc(Cl)cc1)C=C(c1ccccc1)N2)N1CCOCC1 (stereo not drawn)	29	12	6	-11	0	10	-7	-7	-1.3
Cc1nnc(N2CCCC(C(=O)NCc3ccccc3F)C2)c2nn(-c3ccccc3)c(C)c12 (stereo not drawn)	16	3	8	11	-2	11	1	68*	8.2
O=C(CN(Cc1ccco1)C(=O)CNS(=O)(=O)c1ccc(F)cc1)NCCc1ccccc1	4	-3	-1	15	-1	7	-1	6	-0.7
O=C(Nc1ccccn1)c1ccc(C(=O)Nc2ccccn2)cc1	3	0	-1	17	-5	9	1	-8	6.1
Clc1ccccc1CN1CCN(c2ncccn2)CC1	12	-7	1	-12	1	20	3	11	-0.4
COc1cccc(CNC(=O)N2CCN(S(=O)(=O)c3ccc(C)cc3)CC2)c1	14	-21	-4	-29	-3	8	-4	15	-0.5
COc1ccc(C(NC(C)=O)c2ccc3cccnc3c2O)c(OC)c1 (stereo not drawn)	14	1	0	-3	-3	-11	-9	74*	-3.6
Cc1ccc(Cl)cc1NC(=O)C1CCCCC1C(=O)O (stereo not drawn)	10	3	-3	24	-4	-6	-2	18	-0.6
O=C(CCN1CCN(S(=O)(=O)c2ccc(F)cc2)CC1)Nc1ccccc1F	30	11	-1	7	-4	10	-1	0	1.8
CC1Cc2nc(SCC(=O)Nc3ccc(F)cc3)n(C)c(=O)c2S1 (stereo not drawn)	-8	-8	0	11	-1	-40	3	22	-3.4
CCn1c(CNC(=O)C2CCCCC2)cc2ccccc21	11	-6	-4	10	-5	16	-15	14	2.1
Cc1cc(C)c(S(=O)(=O)Nc2ccccc2C(=O)OCC(=O)NCc2ccccc2)c(C)c1	-14	6	-3	-3	-5	-3	-3	-37	2.4
Cc1ccc2nc(-c3cccnc3)cc(C(=O)Nc3ccccc3[N+](=O)[O-])c2c1	10	4	21	-31	-3	0	1	32	1.1

High-throughput results from PubChem BioAssay.

The list is partial; rates above refer to the full screens.
